# RSV CPE inhibition = RSV antiviral activity via CPE protection, HEp-2 cells, primary 10 µM value included (AID 2391); CPE inhibition, % at 10 µM; hits with a dose series show IC50 in µM; 310,000 compounds, 0.13% hits; HEp-2 cells, RSV-induced CPE inhibition; higher % means a stronger effect; in the data active = a potency from the dose series; inconclusive = CPE inhibition mostly from about 23% at the one dose, without a potency; inactive = the rest, 99 in 100 with CPE inhibition below about 21%; also: strong numbers were not always called active
# LYP phosphatase = PTPN22 lymphoid phosphatase activity blockers – biochemical, fluorescence intensity, uHTS (AID 1779). recombinant LYP phosphatase, fluorescence intensity; higher % means a stronger effect. 290,000 compounds, 0.054% hits. one-dose inhibition, % at 11.5 µM; IC50 in µM for titrated hits; in the data active = inhibition above about 50%;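 also: plate controls were vehicle with enzyme for no effect and no enzyme for full effect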
# NS5 inhibitors = Dengue-2 NS5 methyltransferase inhibitors, primary screen, biochemical, confirmation dose response (AID 588689); one-dose inhibition, % at 25 µM; IC50 in µM for titrated hits; 340,000 compounds, 0.3% hits; Dengue-2 NS5 methyltransferase capping enzyme assay, biochemical; higher % means a stronger effect; in the data active = a potency from the dose series; inconclusive = inhibition above about 29% without an active follow-up result
# Autophagy mod = autophagy modulation, high-content screen | calls only at 10 µM (by protocol) | MEF GFP-LC3 puncta imaging; test concentration mostly 10 µM | 190,000 compounds, 0.98% hits;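 active = percentage of spot-positive cells more than 3 SD above its plate mean, without a fluorescence outlier flag or 80% toxicity; inconclusive = no clear call, values can overlap the other calls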;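 also: spot-positive cell cutoff set from DMSO-treated cells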
# NTR1 agonist = NTR1-driven beta-arrestin-GFP spot formation – imaging, U2OS cells, high content, primary screen (AID 493036); P30989; agonist mode; activation, % at 20 µM; 330,000 compounds, 0.17% hits;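 active = activation at or above 40% of the spot to cytoplasm intensity ratio, with at least 20 cells analyzed; inconclusive = wells under 20 cells, flagged as cytotoxic or low count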;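 also: 0% = DMSO without peptide and 100% = 100 nM NTR1 peptide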
# Target sequence (P30989 whole entry, looked up): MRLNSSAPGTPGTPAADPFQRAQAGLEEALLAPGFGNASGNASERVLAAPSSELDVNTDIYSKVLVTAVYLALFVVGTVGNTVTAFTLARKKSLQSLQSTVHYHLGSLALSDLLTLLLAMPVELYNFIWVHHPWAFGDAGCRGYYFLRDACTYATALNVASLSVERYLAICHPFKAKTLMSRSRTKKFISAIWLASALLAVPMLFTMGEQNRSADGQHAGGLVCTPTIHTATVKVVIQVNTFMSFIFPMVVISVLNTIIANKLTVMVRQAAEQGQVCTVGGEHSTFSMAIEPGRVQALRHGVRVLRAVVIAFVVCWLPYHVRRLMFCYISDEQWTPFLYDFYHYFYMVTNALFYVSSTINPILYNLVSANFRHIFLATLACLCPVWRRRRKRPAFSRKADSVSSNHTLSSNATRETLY
# GPR35 antagonists = inhibition of zaprinast-stimulated GPR35 beta-arrestin translocation – imaging, U2OS, beta-arrestin-GFP, zaprinast agonist, primary screen (AID 2058) | U2OS GPR35 beta-arrestin-GFP translocation imaging, zaprinast antagonism; higher % means a stronger effect | inhibition, % at 10 µM, or IC50 in µM where a hit was titrated | 290,000 compounds, 0.052% hits;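 active = inhibition of at least 50% with at least 30 cells and total cytoplasm GFP at most 10,000,000; inconclusive = under 30 cells or total GFP of 10,000,000 plus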
# UTI89 phage lysis = inhibition of K1F phage lysis, E. coli UTI89, bacterial capsule biogenesis inhibitors, alamar blue (AID 488966); E. coli UTI89 K1F phage lysis, alamar blue, 2 h; higher % means a stronger effect; 340,000 compounds, 0.02% hits; inhibition, % at 100 µM; hits with a dose series show IC50 in µM;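 active = phage lysis inhibition, versus mean bacterial control, above a set limit; inconclusive = no clear call, values can overlap the other calls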;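 also: capsule biogenesis inhibitors block K1F phage lysis so surviving cells raise fluorescence; higher fluorescence means more inhibition of phage lysis; actives were called in the ten point dose series up to 300 µM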
# WT yeast gro inh = growth inhibition of WT yeast, mitochondrial fusion screen | mitochondrial fusion phenotypic screen, WT strain | inhibition, % at 10 µM | 190,000 compounds, 2.1% hits | AID 1362; in the data active = inhibition above about 58%; tested in S. cerevisiae
# AID2073 = inhibitors of Mint1-CaV2.2 protein interaction, biochemical, HTRF (AID 2073) | 290,000 compounds, 0.19% hits | one-dose inhibition, % at 20 µM; IC50 in µM for titrated hits | HTRF protein-protein interaction, Mint1-CaV2.2; higher % means a stronger effect; in the data active = inhibition mostly above about 51%, no sharp cut-off; inconclusive = no clear call, values can overlap the other calls; inactive = mostly below about 53%; also: some results filed as inactive read as strong as hits
# WT yeast gro inh mutant strain = second read-out of WT yeast gro inh, no call of its own (marks repeat the call); inhibition, %; mitochondrial fusion phenotypic screen, mutant strain inhibition
# Autophagy mod cell loss 18 h = second read-out of Autophagy mod, no call of its own (marks repeat the call); toxicity, %; measured here: cell loss, nuclei count;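 cell loss after 18 h compound exposure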
# NTR1 agonist cell count 20 µM = further read-out of NTR1 agonist, marked with its call; cell count; measured here: cell count, cytotoxicity flag
# NS5 inhibitors pilot replicate = recorded beside NS5 inhibitors, whose call it bears; inhibition, %; measured here: pilot screen replicate inhibition
# * hit, by the source's call; i = inactive; ? = inconclusive; . = not tested or not shown; [ ] = dose if it differs, or a comment. Rows are unselected. Share with any hit: about 2.6%.
SMILES,RSV CPE inhibition,LYP phosphatase,NS5 inhibitors,Autophagy mod,Autophagy mod cell loss 18 h,NTR1 agonist,NTR1 agonist cell count 20 µM,GPR35 antagonists,UTI89 phage lysis,WT yeast gro inh,WT yeast gro inh mutant strain,AID2073,others
O=C(CCc1nc(-c2ccccc2Cl)no1)NCC1CCCO1 (stereo not given),1.6%,4%,-1%,i,15,0.5,73,-15%,0.0%,1,3,10%,
Cn1cccc1CC(=O)N/N=C/C(Cl)=C/c1ccccc1,2.1%,5%,-5%,i,-11,0.2,40,4%,-7.8%,24,4,43%,
CC(OC(=O)c1ccc2c(c1)S(=O)(=O)c1ccccc1C2=O)C(N)=O (stereo not given),3.7%,-8%,-11%,.,.,-0.6,43,-6%,0.1%,.,.,-5%,
c1csc(-c2nc(-c3ccc(-c4ccon4)s3)no2)c1,2.5%,-11%,1%,.,.,0.1,53,-16%,-1.8%,.,.,30%,
Fc1ccc(C(Nc2ccccn2)c2c[nH]c3ccccc23)cc1 (stereo not given),-1.7%,-3%,-1%,i,-4,1.8,58,-10%,0.3%,-11,-16,-3%,
Cc1cc(C)cc(OCc2ccc(C(=O)N3N=C(C(F)F)CC3(O)C(F)F)o2)c1 (stereo not given),3.4%,4%,-5%,i,-2,6.4,84,-13%,-0.6%,13,4,5%,
O=C(CN1C(=O)/C(=C/c2ccccc2F)Sc2ccccc21)N1CCN(c2ccccn2)CC1,2.9%,-3%,-4%,i,16,5.9,82,-19%,-0.1%,3,80,3%,
Cc1noc(C)c1-c1nc(CSc2ccc(Cl)cc2)no1,3.5%,-2%,1%,.,.,1.9,53,-5%,0.2%,.,.,-5%,
CC(=O)c1ccc(N(C(=O)Cn2nnc(-c3ccccc3)n2)C(C(=O)NC2CCCCC2)c2ccccn2)cc1 (stereo not given),2.6%,-1%,-3%,i,5,0.2,53,10%,2.5%,-10,-14,-6%,
Cn1nc(C(=O)NCc2ccco2)c2ccccc2c1=O,-0.3%,-11%,-6%,i,-17,-1.1,57,5%,0.3%[50 µM],6,7,0%,
COc1ccc(Br)cc1S(=O)(=O)N1CCCc2ccccc21,6.5%,-2%,-9%,.,.,3.6,47,-2%,-1.2%,.,.,-22%,
OCCC1CN(Cc2cc3c(cc2Cl)OCO3)CCN1Cc1ccccc1 (stereo not given),-0.8%,0%,1%,i,-3,-0.8,32,-16%,-0.1%,-1,-4,-1%,
COc1ccc(-c2noc(C3CCCN(S(=O)(=O)c4cccc(Cl)c4)C3)n2)cc1OC (stereo not given),5.5%,-8%,-1%,i,16,2.9,77,-12%,8.1%,10,3,1%,
Cc1nn(Cc2ccccc2Cl)c(C)c1NC(=O)CCCn1nc([N+](=O)[O-])c(Cl)c1C,?,-8%,-8%,i,-4,0.3,76,5%,3.7%[50 µM],-6,-15,15%,
CC1CCN(Cc2nnnn2CCCC(=O)NCC(C)(C)N2CCOCC2)CC1,0.3%,-9%,-3%,.,.,-0.9,64,11%,0.0%,.,.,10%,
CC1CCCCN1S(=O)(=O)c1ccc(C(=O)N(CCCN(C)C)c2nc3ccc(Br)cc3s2)cc1 (stereo not given),0.9%,-2%,-3%,.,.,24,71,-3%,-0.2%,.,.,21%,
Cc1cc(Br)c(NC(=O)c2ccccc2[N+](=O)[O-])cc1C,0.9%,-7%,9%,i,12,-0.3,90,-1%,-0.1%,6,0,-5%,
COC(=O)CCC(=O)Nc1ccc(S(=O)(=O)N2CCc3ccccc32)cc1,0.8%,-7%,.,.,.,1.8,54,-2%,8.3%,.,.,9%,
COc1ccc(NC(=O)CN(C)C(=O)c2cn(-c3ccccc3)nc2-c2cccs2)cc1,0.8%,.,6%,.,.,-0.1,70,.,-0.3%[50 µM],.,.,.,
CCN(CC(=O)N1CCCCCC1)S(=O)(=O)c1ccc(C)cc1,-0.3%,-4%,.,.,.,-0.3,50,3%,1.9%,.,.,-2%,
COc1cccc(NC(=O)COC(=O)c2ccccc2F)c1,0.7%,3%,-1%,i,-4,1.2,74,-12%,0.5%,-5,-8,5%,
Cc1ccc(Oc2nc(-c3ccccc3)ncc2S(C)(=O)=O)cc1,0.9%,-5%,3%,i,26,2.6,49,7%,0.5%,12,0,-6%,
Cc1ccc(N(Cc2ccc(C(=O)NCCSc3ccccn3)cc2)S(C)(=O)=O)cc1C,3.2%,3%,-4%,i,-11,0.5,29,-6%,3.1%,-17,4,5%,
O=c1[nH]c(-[n+]2ccccc2)c(/C=N/NC([S-])=Nc2ccccc2)s1,3.0%,2%,?,.,.,0.4,56,21%,0.5%,.,.,-39%,
Cc1ccc(C2(c3noc(CN(C)Cc4cnn(C)c4)n3)CCCC2)cc1,0.4%,-13%,5%,i,-8,0.2,36,11%,-0.2%,15,23,-4%,
O=C(O)CNC(=O)C(c1ccccc1)c1ccccc1,0.4%,-10%,6%,.,.,0.0,53,8%,0.3%,.,.,11%,
Cn1c(=O)n(CCO)c(=O)c2c1nc(Br)n2Cc1ccccc1,5.4%,-7%,9%,.,.,0.8,64,6%,1.6%,.,.,2%,NS5 inhibitors pilot replicate=1.8
CSc1ccccc1OCc1cc(C(=O)N2CCCC(C)C2)no1 (stereo not given),6.0%,3%,-5%,.,.,0.7,73,2%,-0.3%,.,.,-8%,
O=C(c1ccccc1)N(C1=NCCCCS1)c1ccccc1,2.6%,0%,-12%,i,8,1.1,39,8%,0.5%[50 µM],-17,-3,8%,
COc1nc(Nc2cccc(F)c2)nc(OC)n1,-3.1%,-12%,1%,.,.,0.0,58,23%,0.3%,.,.,10%,
COc1ccc(C(=O)NNC(=O)c2ccc(S(=O)(=O)N3CC(C)OC(C)C3)cc2)cc1 (stereo not given),0.3%,-6%,-4%,i,9,-1.2,96,-3%,0.2%,1,5,-2%,
Cc1ccc2nc(-c3ccc(NC(=O)COC(=O)c4ccco4)cc3)sc2c1,41%,-12%,-3%,i,11,-0.9,61,-8%,4.7%,4,-7,29%,
COc1cccc(-c2ccc(SCC(=O)c3ccccc3)nn2)c1,40%,0%,-2%,i,2,1.3,53,-3%,-0.3%,30,-2,-7%,
CCN(CC)c1ccc(NC(=S)NC(=O)Cc2ccccc2)cc1,2.0%,11%,-3%,i,2,7.3,69,-4%,6.1%,12,10,3%,
Cc1cc(C(=O)N2CCN(c3ncccn3)CC2)c(C)o1,0.7%,-2%,-4%,i,2,2.9,69,5%,1.4%,10,20,16%,
CN(C)S(=O)(=O)N1CCC(Oc2cccc(C(=O)NC3CCOC3)c2)CC1 (stereo not given),1.0%,-4%,-1%,.,.,-0.2,65,-11%,0.0%,.,.,23%,
Cc1cc(C)c(-c2cc(C(=O)Nc3cc(C)ccc3C)[nH]n2)c(O)c1,1.2%,-7%,-4%,.,.,1.5,94,11%,0.1%,.,.,10%,
COc1ccc(OC)c(Nc2nc(N)c([N+](=O)[O-])c(N3CCOCC3)n2)c1,5.2%,-5%,3%,.,.,1.0,83,3%,0.3%,.,.,0%,
O=C(C1CCC(=O)N(C2CC2)C1)N(CCO)Cc1ccccc1 (stereo not given),2.8%,-4%,-9%,.,.,-0.1,49,11%,0.0%,.,.,2%,
CC(Cl)C(=O)c1c(N)n(C)c(=O)n(C)c1=O (stereo not given),-0.9%,-4%,-8%,i,-4,0.0,59,-2%,0.5%,10,16,-2%,

# Gathered by group, those above with a thiophene ring, fused or not (2)
SMILES,RSV CPE inhibition,LYP phosphatase,NS5 inhibitors,Autophagy mod,Autophagy mod cell loss 18 h,NTR1 agonist,NTR1 agonist cell count 20 µM,GPR35 antagonists,UTI89 phage lysis,WT yeast gro inh,WT yeast gro inh mutant strain,AID2073,others
c1csc(-c2nc(-c3ccc(-c4ccon4)s3)no2)c1,2.5%,-11%,1%,.,.,0.1,53,-16%,-1.8%,.,.,30%,
COc1ccc(NC(=O)CN(C)C(=O)c2cn(-c3ccccc3)nc2-c2cccs2)cc1,0.8%,.,6%,.,.,-0.1,70,.,-0.3%[50 µM],.,.,.,

# The results go on:
SMILES,RSV CPE inhibition,LYP phosphatase,NS5 inhibitors,Autophagy mod,Autophagy mod cell loss 18 h,NTR1 agonist,NTR1 agonist cell count 20 µM,GPR35 antagonists,UTI89 phage lysis,WT yeast gro inh,WT yeast gro inh mutant strain,AID2073,others
Cc1cc2cc(CNC(=O)Cc3ccc([N+](=O)[O-])cc3)ccc2[nH]1,5.4%,-4%,-4%,i,-2,0.8,45,-8%,-0.5%,-13,-37,-2%,
Cc1ccc(N=Cc2c(O)n(-c3cc(Cl)ccc3N3CCOCC3)c(=O)c3ccccc23)cc1C,9.9%,5%,-8%,i,-10,1.7,66,-6%,0.5%,8,6,8%,
CCOc1ccc(C(c2c(NC(=O)c3ccccc3)sc(C)c2C)N2CCN(C)CC2)cc1 (stereo not given),18%,-7%,-1%,i,2,5.0,56,2%,5.0%,78*,29*,32%,
Cc1ccc(S(=O)(=O)c2c(C)cc(C)nc2Oc2cccc(C)c2C)cc1,4.6%,0%,.,i,6,1.7,58,5%,1.5%,66*,6.7*,-5%,
N=c1c2c(ncn1Cc1ccco1)Oc1cc(O)ccc1C2c1ccccc1 (stereo not given),0.4%,-2%,9%,.,.,0.8,71,-8%,0.2%,.,.,-12%,
O=C(NCc1cccnc1)Nc1ccccc1F,1.5%,0%,-10%,i,1,0.3,77,5%,0.3%,-19,-13,0%,
COCC(=O)N1CCC(Oc2ccc(C(=O)N3CCCCCC3)cc2)CC1,8.9%,-8%,-2%,.,.,-0.5,71,12%,2.4%[50 µM],.,.,6%,
COc1cccc(C(=O)NNC(=O)CCc2ccccc2)c1,2.0%,-1%,2%,i,15,-0.1,35,-5%,-2.3%,2,1,0%,
Cc1ccccc1-n1c(SCC(=O)N(C)C2CCS(=O)(=O)C2)nnc1-c1ccncc1 (stereo not given),1.5%,-7%,-5%,i,-2,-0.9,64,0%,0.1%,3,-8,-2%,
CC1CCN(C(=O)CSc2nnc(CNC(=O)c3ccco3)o2)CC1,1.1%,-8%,-9%,i,1,-0.8,53,23%,-0.6%,-2,17,-4%,
CCN(CC)CCCN(C(=O)c1cccc(C)c1)c1nc(-c2ccc(OC)cc2)cs1,0.6%,-8%,-5%,.,.,3.7,55,-8%,-1.1%,.,.,0%,
O=c1cc(-c2ccccc2)nc2cc(-c3ccc(F)cc3)[nH]n12,0.1%,.,-6%,.,.,0.6,42,.,-1.2%,.,.,.,
CCOC(=O)C(=O)c1csc(NC(=O)COc2ccc(N(C)S(=O)(=O)c3ccc(F)cc3)cc2)n1,-0.4%,-4%,1%,i,-3,4.6,66,2%,-0.6%,4,3,3%,
CN1CCN(C(=O)Nc2ccc3c(c2)N(C)C(=O)c2ccccc2S3)CC1,0.7%,-4%,2%,i,3,-0.8,97,0%,-1.1%,0,8,7%,
